Source: PubChem
D3 ag: qHTS of D3 Dopamine Receptor Agonist: qHTS; D(3) dopamine receptor (Homo sapiens), P35462; D3R DiscoveRx beta-arrestin cells, luminescence, 90 min; max activation, %; actives 0.58% (n = 410,000); AID 652048, 2013; in the data active = max activation above about 30%; also: 0% is about no effect; mostly tested at two doses, the higher about 12 µM
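Cells at 1500/well, incubated overnight, then treated with pinned compounds (dopamine as control) for 90 min at 37 degrees C. DiscoveRx reagent added for 30 - 60 minutes at room temperature; luminescence read.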
PTHR1 ag: qHTS for PTHR1 Agonists: Primary Screen | Parathyroid hormone/parathyroid hormone-related peptide receptor (Homo sapiens), Q03431 | HEK293 GP2 PTHR1 cells, GloSensor cAMP luminescence, 1 h | Potency, µM (series often up to 115 µM), for inactives: at the highest dose activation, usual class: activators | actives 0.075% (n = 410,000) | AID 743266, 2014; also: potency is read from the fitted curve at half-maximal effect; nearly all actives have a fitted effect of over 55% in size; some results filed as inactive show a strong effect at the top dose; inactives centre near -15; many of its hits are not listed in these tables
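HEK-293-derived GP2 cells expressing PTHR1 and a GloSensor cAMP reporter, 3,000/well, plated overnight, given luciferin plus IBMX (each 0.5 mM as added) for 1 h at 37 °C, then compound for 1 h at 37 °C. Luminescence was read after 15 min at room temperature.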
Mm-Cpn inhibitor: Inhibitors of TCP-1 ring complex (TRiC) of Methanococcus maripaludis (MmCpn): qHTS; purified Mm-Cpn ATPase, ADP Transcreener TR-FRET; Chaperonin Mm-Cpn (Methanococcus maripaludis); actives 0.031% (n = 330,000); Potency, µM (highest dose often 76.9 µM), without a hit: at the highest dose activity, negative = inhibition, usual class: inhibitors; also: potency is read from the fitted curve at half-maximal effect; % is scaled to controls: 0 for no effect and ±100 for the full control effect; nearly all actives have a fitted effect of over 80% in size
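ATPase read-out: TR-FRET ADP immunoassay (anti-ADP Eu cryptate vs ADP-d2), ex 320 nm, em 590/665 nm; signal drops as ADP forms. Enzyme 25 nM, ATP 10 uM, 30 min at 37°C after 10 min compound preincubation.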
CCT modulator: High-Throughput Screening for Modulators of Cytosolic Chaperonin Activity | purified chaperonin ATPase assay, HTRF ADP detection, 30 min | activity change, % (no concentration beside the values), hits read low | actives 0.3% (n = 360,000) | AID 651819, 2012; in the data active = activity change below about -30%; also: % is scaled to controls: 0 for no effect and ±100 for the full control effect
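We incubate TRiC, 40 or 20 nM final, with library compounds at 76 uM and 10 uM ATP for 30 min at 37 °C. ADP formed is detected with Transcreener HTRF reagents after 30 min at room temperature.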
D3 antag: qHTS of D3 Dopamine Receptor Antagonist: qHTS; D(3) dopamine receptor (Homo sapiens), P35462; D3R cells, DiscoveRx beta-arrestin luminescence, antagonist mode; active compounds read low; max response, negative = inhibition, %; actives 2.5% (n = 360,000); AID 652054, 2013; in the data active = max response below about -50%; inconclusive = no clear call, values can overlap the other calls; also: % is scaled to controls: 0 for no effect and ±100 for the full control effect; mostly tested at two doses, the higher about 12 µM
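Cells expressing the human receptor were seeded at 1500 cells/well, incubated overnight at 37 degrees C in 5% CO2, then exposed to library compounds with dopamine controls for 90 minutes at 37 degrees C before luminescent detection.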
EPAC2 antag: qHTS for Antagonist of cAMP-regulated guanine nucleotide exchange factor 2 (EPAC2): primary screen; Rap guanine nucleotide exchange factor 4 (Homo sapiens), Q8WZA2; EPAC2 GEF exchange of Rap1B-BODIPY-GDP, fluorescence; Potency, µM (highest dose often 114 µM), for inactives: top-dose activity, negative = inhibition, actives largely listed as inhibitors; actives 0.18% (n = 360,000); AID 720708, 2013; also: potency is read from the fitted curve at half-maximal effect; % is scaled to controls: 0 for no effect and ±100 for the full control effect; nearly all actives have a fitted effect of over 45% in size; many of its hits are not listed in these tables
Target sequence (Q8WZA2 whole entry, looked up): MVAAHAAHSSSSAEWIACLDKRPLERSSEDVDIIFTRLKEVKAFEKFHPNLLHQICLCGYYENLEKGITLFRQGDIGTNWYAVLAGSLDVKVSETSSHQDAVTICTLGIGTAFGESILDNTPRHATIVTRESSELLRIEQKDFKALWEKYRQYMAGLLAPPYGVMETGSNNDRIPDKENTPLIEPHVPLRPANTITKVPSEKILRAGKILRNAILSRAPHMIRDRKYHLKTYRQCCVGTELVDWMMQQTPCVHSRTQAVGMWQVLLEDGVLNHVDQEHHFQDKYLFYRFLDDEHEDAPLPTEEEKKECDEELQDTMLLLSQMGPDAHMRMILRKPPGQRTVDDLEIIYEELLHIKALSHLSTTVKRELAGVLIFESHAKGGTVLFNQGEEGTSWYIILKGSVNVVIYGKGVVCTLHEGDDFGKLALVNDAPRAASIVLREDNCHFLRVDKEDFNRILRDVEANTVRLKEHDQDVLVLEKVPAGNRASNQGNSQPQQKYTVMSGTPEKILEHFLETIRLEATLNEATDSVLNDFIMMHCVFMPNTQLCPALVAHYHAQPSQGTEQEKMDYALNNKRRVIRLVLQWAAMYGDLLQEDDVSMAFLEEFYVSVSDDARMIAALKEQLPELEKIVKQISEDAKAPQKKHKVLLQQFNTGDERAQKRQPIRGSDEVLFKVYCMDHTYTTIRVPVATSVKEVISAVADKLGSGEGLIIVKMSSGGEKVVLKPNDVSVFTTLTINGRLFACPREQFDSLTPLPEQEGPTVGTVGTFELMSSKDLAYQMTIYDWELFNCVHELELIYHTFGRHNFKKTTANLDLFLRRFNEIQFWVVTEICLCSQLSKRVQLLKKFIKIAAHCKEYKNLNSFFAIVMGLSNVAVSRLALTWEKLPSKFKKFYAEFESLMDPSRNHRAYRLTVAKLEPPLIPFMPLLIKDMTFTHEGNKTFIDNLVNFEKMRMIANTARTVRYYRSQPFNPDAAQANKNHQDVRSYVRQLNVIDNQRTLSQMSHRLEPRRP
EPAC2 ag: qHTS for Agonist of cAMP-regulated guanine nucleotide exchange factor 4 (EPAC2): primary screen; EPAC2 activation, biochemical qHTS; response scale: 100% = 6.5 mM cAMP response; Rap guanine nucleotide exchange factor 4 (Homo sapiens), Q8WZA2; actives 0.079% (n = 360,000); Potency, µM (series often up to 154 µM), for inactives: top-dose activation, usual class: activators; also: potency is read from the fitted curve at half-maximal effect; nearly all actives have a fitted effect of over 50% in size
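Readout is BODIPY fluorescence (480 nm excitation, 540 nm emission), which falls as labeled GDP is exchanged off Rap1B. EPAC2 at 100 nM acted on 250 nM RAP1B-BODIPY-GDP with 50 uM GDP present.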
Akt phos inh: HTS Assay for Inhibitors of Akt Phophorylation: Primary Screen | Neuro2A IGF-stimulated pAkt S473 HTRF, 20 min; active compounds read low | activity change, % for hits at 50 µM | actives 0.32% (n = 360,000); in the data active = activity change below about -80%; inconclusive = mostly about -51% to -80%; also: % is scaled to controls: 0 for no effect and ±100 for the full control effect
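Single-point screen (50 µM final compound) in Neuro2A cells stimulated 20 min with 6 nM IGF at 37 deg C. After lysis, Ser473-phosphorylated Akt read by HTRF (ex 330 nm, em 615/665 nm) as the 665/615 ratio.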
* hit, by the source's call; i = inactive; ? = inconclusive; nt = not tested or not shown; & = joins results of further samples; [ ] = another dose, or the depositor's remark. Unless noted, calls follow the shape of the dose curve; as a rule, active = well fitted curve in the direction sought with a large enough effect; inconclusive = small, poorly fitted or top-dose-only effect, or another doubt; inactive = no such curve, though single readings can be large; an effect the other way counts as inactive or inconclusive. The list is partial; the hit share may differ from the screen's.

#1 N#Cc1ccc(S(=O)(=O)N2CCN(CC(=O)Nc3ccccc3C(=O)NC3CC3)CC2)cc1
#2 CCN(C[C@H]1N[C@@](CC)(C(=O)OC)[C@H]2C(=O)N(Cc3ccccc3)C(=O)[C@@H]12)C(=O)Nc1ccc(C(F)(F)F)cc1
#3 CCOC(=O)c1ccccc1NC(=O)c1cccnc1
#4 CCCC1C2C(=O)N(c3ccccc3OC)C(=O)C2ON1c1ccccc1 (centres undefined)
#5 CC(C)NC(=O)COC(=O)c1ccccc1Oc1ccccc1
#6 CCc1nnc(NC(=O)CSc2nc(C)cc(C)c2C#N)s1
Compound	1	2	3	4	5	6
D3 ag	2	-31	1	-7	-2	4
PTHR1 ag	-9%	i	-10%[57.5 µM]	i	i	-12%
Mm-Cpn inhibitor	0%	1%	3%	-1%	0%	-27%
CCT modulator	1.6	0.5	0.0	2.9	-1.0	-1.4
D3 antag	4	-6	11	11	5	-1
EPAC2 antag	6%	?	10%	2%	0%	16%
EPAC2 ag	10%	-10%	3%	7%	0%	3%
Akt phos inh	i	i	i	-110%*	i	i

#7 CCc1c(C)sc(NC(=O)OC)c1C(=O)N1CCOCC1
#8 COc1cc([N+](=O)[O-])ccc1-c1ccc(/C=N\n2cnnc2)o1
#9 C=CCNc1nc2cc(-c3ccccc3OC)sc2c(=O)n1C
#10 COc1cc(S(=O)(=O)NC(Cc2c[nH]c3ccccc23)C(=O)O)ccc1NC(C)=O (centres undefined)
#11 CCn1cc(S(=O)(=O)N2CCN(Cc3ccc(F)cc3)CC2)cn1
#12 Cc1c2ccccc2nc2c(F)c(N(C)C)c(F)c(F)c12
Compound	7	8	9	10	11	12
D3 ag	1	-6	5	-2	5	-5
PTHR1 ag	i	0%	-18%	-24%	i	-44%[inhibitor]
Mm-Cpn inhibitor	1%	-3%	nt	1%	-1%	-4%
CCT modulator	-6.3	0.6	0.8	1.1	-1.0	1.3
D3 antag	11	-17	10	9	12	-12
EPAC2 antag	0%	9%	0%	1%	18%	9%
EPAC2 ag	-1%	9%	1%	8%	1%	23%
Akt phos inh	i	i	i	i	i	i

#13 CC1CCCCN1S(=O)(=O)c1ccc(NC(=O)c2cccs2)cc1 (centres undefined)
#14 CCN(CC)CCNC(=O)c1ccc(NC(C)=O)cc1
#15 CC1CCN(CCCOc2ccc(Cl)cc2Br)CC1
#16 CC(C)(C)C(=O)Nc1ccc(C(=O)COC(=O)C2CC2)cc1
#17 COC(=O)[C@]12CCCCC=C1N(Cc1ccc(Cl)cc1Cl)C(=O)[C@H](CC(=O)N1CCSCC1)C2
#18 CCCOc1ccc(N2C(=O)CC(N(CCc3ccc(OC)cc3)C(=O)/C=C/C(=O)O)C2=O)cc1 (centres undefined)
Compound	13	14	15	16	17	18
D3 ag	-4	0&4&5	-23	7	-1	-3
PTHR1 ag	i	i	-18%	i	i	-26%
Mm-Cpn inhibitor	1%	-9%[15.4 µM]	0%	0%	nt	-1%
CCT modulator	-2.5	1.7&-0.2	1.1	0.6	-1.7	-10
D3 antag	-23	17&1	-89*	7	-1	0
EPAC2 antag	-3%	-1%&8%	12%	7%	10%	-6%
EPAC2 ag	14%	10%&7%	2%	8%	17%	7%
Akt phos inh	i	i	i	i	i	i

#19 COc1ccc(S(=O)(=O)N(C)C[C@H]2Oc3c(NS(=O)(=O)c4cn(C)cn4)cccc3C(=O)N([C@H](C)CO)C[C@@H]2C)cc1
#20 O=C(OCCNc1nc(-c2ccccc2)nc2ccccc12)c1cccnc1
#21 COc1cc2c(cc1NC(=S)NC(=O)/C=C/c1ccc(OC)c(OC)c1)oc1ccccc12
#22 Cc1c(NC(=O)CSc2nc3c(cnn3-c3ccccc3)c(=O)[nH]2)c(=O)n(-c2ccccc2)n1C
#23 CCc1ccccc1NC(=O)CN(C)C(=O)CSc1nn(-c2ccc(F)cc2)c(=S)s1
#24 O=C(NCCc1ccccc1)c1ccc(CS(=O)Cc2ccc(Cl)cc2)o1 (centres undefined)
Compound	19	20	21	22	23	24
D3 ag	1	-2	4	4	3	-5&-10
PTHR1 ag	i	-29%	-4%	i	i	-18%&-14%
Mm-Cpn inhibitor	0%	-1%	-2%	1%	0%	0%
CCT modulator	0.2	2.3	-0.1	0.7	-1.5	0.7
D3 antag	15	18	18	5	-1	-4
EPAC2 antag	-13%	-4%[57.1 µM]	-8%	-1%	-4%	-9%
EPAC2 ag	1%	14%	-2%	-7%	14%	1%
Akt phos inh	i	i	i	i	i	i

#25 Cc1ccc(C(=O)NCc2ccc(Cl)cc2)cc1S(=O)(=O)N1CCCCC1
#26 CC(=O)N1CCCc2cc(S(=O)(=O)N3CCCC(C(=O)Nc4ccccc4C)C3)ccc21 (centres undefined)
#27 CC(C)CCNC(=O)c1ccc2c(c1)ncn2C1CCCCC1
#28 CCOCCCNS(=O)(=O)c1ccccc1
#29 CC(C)C[C@H]1COCCS(=O)(=O)N1Cc1cccc(F)c1
#30 CCOc1ccc(NC(=O)CN(C)C(=O)c2ccccc2CCc2ccccc2)cc1OCC
Compound	25	26	27	28	29	30
D3 ag	-2	6	-25	-26	16	4
PTHR1 ag	-33%	-5%	i	-9%[57.5 µM]	0%	-11%
Mm-Cpn inhibitor	4%	-3%	0%	-2%	nt	3%
CCT modulator	-1.0	-0.9	0.0	-1.0	0.2	-1.4
D3 antag	13	3	-10	8	14	35
EPAC2 antag	0%	-5%	2%	0%	6%	-8%
EPAC2 ag	-3%	0%	-2%	9%	-3%	6%
Akt phos inh	i	i	i	i	i	i

#31 O=C(O)/C=C/C(=O)NCc1csc2ccccc12
#32 Cc1ccc2oc(C(=O)NCc3ccc4c(c3)OCO4)c(C)c2c1
#33 CC1=CC(C)(C)NC(=S)N1c1ccc(C)c(C)c1
#34 CC(C)N1CCN(C(=O)C2CCC(=O)N(CCc3cccc(F)c3)C2)CC1 (centres undefined)
#35 CCCNC(=O)c1nc2ncc(Br)cn2n1
#36 CCCOc1ccc(OCCNC2CCCC2)cc1
Compound	31	32	33	34	35	36
D3 ag	3	4	-9	3	-2	-10
PTHR1 ag	i	i	14%	-4%	-3%[57.5 µM]	0%
Mm-Cpn inhibitor	-2%	nt	1%	2%	1%	-1%
CCT modulator	-1.6	-4.9	-1.5	-1.8	1.8	-3.8
D3 antag	1	0	-11	-6	2	-10
EPAC2 antag	14%	-6%	8%	4%	19%	7%
EPAC2 ag	8%	13%	11%	3%	2%	2%
Akt phos inh	i	i	i	i	i	i

Four entries from above, reformatted.
34: CC(C)N1CCN(C(=O)C2CCC(=O)N(CCc3cccc(F)c3)C2)CC1 (centres undefined)
  D3 ag: 3	PTHR1 ag: -4%	Mm-Cpn inhibitor: 2%	CCT modulator: -1.8	D3 antag: -6	EPAC2 antag: 4%	EPAC2 ag: 3%	Akt phos inh: i
35: CCCNC(=O)c1nc2ncc(Br)cn2n1
  D3 ag: -2	PTHR1 ag: -3%[57.5 µM]	Mm-Cpn inhibitor: 1%	CCT modulator: 1.8	D3 antag: 2	EPAC2 antag: 19%	EPAC2 ag: 2%	Akt phos inh: i
31: O=C(O)/C=C/C(=O)NCc1csc2ccccc12
  D3 ag: 3	PTHR1 ag: i	Mm-Cpn inhibitor: -2%	CCT modulator: -1.6	D3 antag: 1	EPAC2 antag: 14%	EPAC2 ag: 8%	Akt phos inh: i
33: CC1=CC(C)(C)NC(=S)N1c1ccc(C)c(C)c1
  D3 ag: -9	PTHR1 ag: 14%	Mm-Cpn inhibitor: 1%	CCT modulator: -1.5	D3 antag: -11	EPAC2 antag: 8%	EPAC2 ag: 11%	Akt phos inh: i

Continuation:
#37 O=C(O)c1ccc(N/N=C/c2cccc(C(F)(F)F)c2)cc1
#38 CC(C)(C)c1ccc(C(=O)NCC(=O)OCC(=O)Nc2nc(-c3ccc(F)cc3)cs2)cc1
#39 O=C(c1cccs1)N(c1ccc(Br)cc1)C1C=CS(=O)(=O)C1 (centres undefined)
#40 O=C(NC(=S)NCc1ccc(F)cc1)c1ccccc1
#41 CC(Oc1ccccc1)C(=O)N1CCN=C1SCc1ccc(F)cc1 (centres undefined)
#42 O=C(Nc1ccc2oc(=O)ccc2c1)c1ccc(-c2cccc([N+](=O)[O-])c2)o1
Compound	37	38	39	40	41	42
D3 ag	-2	-2	2	-2	-1	-7
PTHR1 ag	-18%	-6%	?	i	-19%	-52%
Mm-Cpn inhibitor	0%	-2%	1%	2%	-1%	2%
CCT modulator	-4.9	-4.2	-0.3	0.9	-2.3	-2.7
D3 antag	-18	2	4	1	-12	35
EPAC2 antag	?	-1%	-6%	-14%	-7%	1%
EPAC2 ag	2%	-16%	1%	6%	9%	11%
Akt phos inh	i	i	i	i	i	i

#43 COc1ccc2c(C)cc3nncn3c2c1
#44 Cc1cn(CC(=O)N[C@H](CO)Cc2c[nH]c3ccccc23)c(=O)[nH]c1=O
#45 Cc1ccc2c(c1)N(CC(=O)N1CCCC1)C(=O)CO2
#46 CCCn1c(SC(C)C(=O)NCC2CCCO2)nc2sc3c(c2c1=O)CCC3 (centres undefined)
#47 CC1CCN(C(=O)c2ccccc2NC(=O)Cc2ccccc2)CC1
Compound	43	44	45	46	47
D3 ag	9	13	4	-4	-17
PTHR1 ag	-3%	-23%	-7%	i	-1%
Mm-Cpn inhibitor	-1%	nt	-1%	0%	2%
CCT modulator	-0.6	0.6	-1.2	-3.6	-2.0
D3 antag	26	0	16	5	-9
EPAC2 antag	0%	4%	14%	-4%	10%
EPAC2 ag	-4%	-2%	4%	3%	7%
Akt phos inh	i	i	i	i	i
